Bioassay records as filed in PubChem BioAssay.
JMJD2A Tudor: qHTS Assay for Inhibitors of JMJD2A-Tudor Domain; Lysine-specific demethylase 4A (Homo sapiens), O75164; AlphaScreen JMJD2A-Tudor / H3K4me3 peptide binding; Potency, µM (highest dose often 114 µM), for inactives: top-dose activity change, negative = inhibition, hits mostly inhibitors; 4.4% of 390,000 active; AID 504339, 2011; note: % is set by controls: 0 for no effect and ±100 for the full control effect; nearly all actives have a fitted effect of over 50% in size
G9a block: qHTS Assay for Inhibitors of Histone Lysine Methyltransferase G9a. Histone-lysine N-methyltransferase EHMT2 (Homo sapiens), Q96KQ7. G9a H3K9 monomethylation, AlphaScreen, 2 h. Potency, µM (top dose mostly 102 µM), without a hit: at the highest dose activity, negative = inhibition, most hits filed as inhibitors. 8.8% of 350,000 active. AID 504332, 2011; note: % is set by controls: 0 for no effect and ±100 for the full control effect; nearly all actives have a fitted effect of over 75% in size
Target sequence (Q96KQ7 913-1193 limits assumed): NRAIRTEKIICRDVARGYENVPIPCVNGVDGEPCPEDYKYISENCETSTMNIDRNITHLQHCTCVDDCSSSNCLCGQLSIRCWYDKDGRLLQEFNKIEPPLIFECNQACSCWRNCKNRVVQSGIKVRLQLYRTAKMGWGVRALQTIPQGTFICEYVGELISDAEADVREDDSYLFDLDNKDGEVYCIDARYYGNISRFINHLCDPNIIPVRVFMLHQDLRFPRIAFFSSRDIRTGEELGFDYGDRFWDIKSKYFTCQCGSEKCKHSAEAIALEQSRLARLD
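AlphaScreen detection with an anti-monomethyl H3K9 antibody quantified product after a 2 h room-temperature reaction containing 500 nM biotinylated H3K9 peptide, 20 µM SAM and 20 nM enzyme, which had been preincubated 15 min with compound.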
POLI inh: qHTS for Inhibitors of Polymerase Iota; Pol iota fluorescent replication assay, 10 min; AID 588590, 2011; Potency, µM (doses to about 115 µM), inactives show top-dose activity, negative = inhibition, most hits filed as inhibitors; DNA polymerase iota (Homo sapiens), Q9UNA4; 1% of 390,000 active
Target sequence (Q9UNA4 whole entry, looked up): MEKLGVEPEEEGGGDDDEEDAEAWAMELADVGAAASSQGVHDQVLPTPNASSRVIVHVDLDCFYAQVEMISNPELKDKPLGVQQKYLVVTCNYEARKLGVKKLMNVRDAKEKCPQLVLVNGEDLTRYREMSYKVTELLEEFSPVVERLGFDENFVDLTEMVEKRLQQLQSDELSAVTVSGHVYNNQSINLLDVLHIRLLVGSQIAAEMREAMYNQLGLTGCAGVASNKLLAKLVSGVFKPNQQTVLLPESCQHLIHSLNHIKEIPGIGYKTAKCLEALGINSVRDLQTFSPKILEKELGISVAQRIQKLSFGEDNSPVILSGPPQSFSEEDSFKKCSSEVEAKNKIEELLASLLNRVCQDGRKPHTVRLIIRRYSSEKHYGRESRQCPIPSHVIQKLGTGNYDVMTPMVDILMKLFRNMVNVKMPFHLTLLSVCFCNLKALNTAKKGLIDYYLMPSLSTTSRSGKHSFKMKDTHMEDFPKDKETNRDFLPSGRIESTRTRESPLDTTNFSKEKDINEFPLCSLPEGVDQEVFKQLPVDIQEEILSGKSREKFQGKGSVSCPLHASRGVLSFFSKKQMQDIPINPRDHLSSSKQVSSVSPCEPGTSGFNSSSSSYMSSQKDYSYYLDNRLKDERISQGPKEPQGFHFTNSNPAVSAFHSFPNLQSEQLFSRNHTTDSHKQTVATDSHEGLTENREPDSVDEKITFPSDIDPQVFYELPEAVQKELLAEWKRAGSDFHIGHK
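Pol iota at 10 nM preincubated 15 min with compounds at room temperature; reaction started with fluorescent substrate, 50 nM final. Fluorescence read kinetically at 0 and 10 min; buffer-only wells as negative control.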
APE1 inh: qHTS Assay for Inhibitors of the Human Apurinic/apyrimidinic Endonuclease 1 (APE1); 0.35% of 350,000 active; Potency, µM (series often up to 65.8 µM), inactives show top-dose activity change, negative = inhibition, hits mostly inhibitors; recombinant APE1, TAMRA/BHQ-2 abasic DNA cleavage fluorescence; AID 2517, 2012; DNA repair nuclease/redox regulator APEX1 (Homo sapiens), P27695;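 note: plate controls were vehicle for no effect and reference inhibitor for full effect; nearly all actives have a fitted effect of over 55% in size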
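Quantitative HTS: incision of a TAMRA/BHQ-2 double-stranded substrate bearing a tetrahydrofuran abasic site by 0.75 nM APE1 raises fluorescence. Substrate 50 nM final, added after 15 min compound preincubation at room temperature; progress as third-minus-first kinetic read difference.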
Pol eta inh: qHTS for Inhibitors of Polymerase Eta. DNA polymerase eta (Homo sapiens), Q9Y253. recombinant Pol eta, fluorescent DNA replication assay. Potency, µM (top dose mostly 114 µM), without a hit: top-dose activity change, negative = inhibition, usual class: inhibitors. 1.2% of 390,000 active. AID 588591, 2011; note: % is set by controls: 0 for no effect and ±100 for the full control effect
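Pol eta (10 nM) was preincubated with compounds for 15 min at room temperature, after which fluorescent replication substrate (50 nM final) was added to start the reaction. Fluorescence was read kinetically at 0 and 10 min.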
BLM inh: qHTS Assay for Inhibitors of Bloom's syndrome helicase (BLM) | recombinant BLM DNA unwinding, fluorescence dequenching | Potency, µM (doses to about 56.1 µM), inactives show top-dose activity change, negative = inhibition, usual class: inhibitors | 0.2% of 350,000 active | AID 2528, 2010;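 note: plate controls were vehicle for no effect and no enzyme for full effect; nearly all actives have a fitted effect of over 35% in size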
Pol kappa inh: qHTS for Inhibitors of Polymerase Kappa; DNA polymerase kappa (Homo sapiens), Q9UBT6; purified Pol kappa, fluorescent DNA synthesis assay, 10 min; Potency, µM (top dose mostly 107 µM), inactives show at the top dose activity, negative = inhibition, usual class: inhibitors; 0.53% of 400,000 active; AID 588579, 2011; note: % is set by controls: 0 for no effect and ±100 for the full control effect
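Inhibition of 10 nM Pol kappa is measured by a fluorescent read-out at 0 and 10 min following addition of 50 nM substrate (final), with a 15-min room-temperature compound preincubation.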
BAZ2B inh: qHTS Assay for Inhibitors of BAZ2B | 4.4% of 360,000 active | AID 504333, 2011 | Potency, µM (highest dose often 114 µM), inactives show at the highest dose activity change, negative = inhibition, most hits filed as inhibitors | Bromodomain adjacent to zinc finger domain protein 2B (Homo sapiens), Q9UIF8 | AlphaScreen BAZ2B-H3K14Ac peptide displacement; note: % is set by controls: 0 for no effect and ±100 for the full control effect; nearly all actives have a fitted effect of over 60% in size
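AlphaScreen displacement of biotin-H3(5-23)K14Ac peptide (50 nM final) from BAZ2B (50 nM final) in PBS pH 7.4, 0.01% Tween-20; complex preformed 30 min RT, then compounds (top 110 uM) 30 min RT, beads 20 min dark.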
POLB inh: qHTS Assay for Inhibitors of DNA Polymerase Beta; 1.3% of 340,000 active; P06746; Potency, µM (highest dose often 114 µM), for inactives: at the highest dose activity change, negative = inhibition, most hits filed as inhibitors; Pol beta primer extension/strand displacement, fluorescence kinetic; note: % is set by controls: 0 for no effect and ±100 for the full control effect
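Pol beta (10 nM) was preincubated with compound for 15 min at room temperature. The reaction was then started with 50 nM substrate and read immediately and after a further 10 min at room temperature.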
Numbers without * were called inactive; ? = inconclusive; / = not tested or not shown; & = joins results of further samples; [ ] = another dose, or the depositor's remark. Calls come from the whole dose curve; as a rule, active = well fitted curve in the direction sought with a large enough effect; inconclusive = small, poorly fitted or top-dose-only effect, or another doubt; inactive = no such curve, though single readings can be large; an effect the other way counts as inactive or inconclusive. Potency is the fitted concentration of half-maximal effect.

SMILES	JMJD2A Tudor	G9a block	POLI inh	APE1 inh	Pol eta inh	BLM inh	Pol kappa inh	BAZ2B inh	POLB inh
COc1ccc2c(c1)c(=O)c(C(=O)c1ccc(F)cc1)cn2CC(=O)Nc1ccc2c(c1)OCCO2	-10%	-5%[59 µM]	41%[activator]	/	-23%	-14%	-10%	-5%	-26%
COc1ccc(C2C=C(c3ccccc3)Nc3nc(CCCO)nn32)cc1 (stereo unspecified)	-25%	?	22%	3%	-14%	0%	1%	6%	-4%
CN(C)S(=O)(=O)c1ccc(Cl)c(C(=O)Nc2cccc3ncccc23)c1	-10%	-7%	73%[activator]	7%	-10%	-2%	-5%	2%	35%
CC(=O)c1ccc(OCC(=O)OC(C)C(=O)NC2CCCCC2)cc1 (stereo unspecified)	13%	3%[12.7 µM]	28%	19%	4%	/	1%	0%	/
CC(C)CCOCC(=O)Nc1cccc(C(=O)O)c1	-12%	-12%	18%	-5%	-23%	2%	-19%	4%	43%
COc1cccc(-c2nnc(SCC(=O)N(C(C)C)C(C)C)o2)c1	8%	7%[59 µM]	0%	-3%	-11%	-1%	-8%	-5%	-12%
Cc1cc(C(=O)COC(=O)c2n[nH]c3ccccc23)c(C)n1C	63µM*	?	-5%	-1%	-4%	-3%	-10%	?	-1%
CCN(Cc1nc2ccccc2c(=O)[nH]1)C(=O)c1cccc(NC(=O)c2cccs2)c1	-5%	-5%	5%	21%	-16%	/	-5%	-3%	/
CS(=O)(=O)c1sc(C(=O)NC(=S)Nc2ccc(OC(F)(F)F)cc2)c2c1C=CCC2	-24%	50µM*	?	-4%	-7%	-7%	-6%	-28%	12%
Cc1ccc(CS(=O)(=O)Cc2ccc(C(=O)NCc3ccco3)o2)cc1	-21%	-3%[12.7 µM]	9%	11%	6%	0%	0%	-31%	0%
COC(=O)c1cc(NC(=O)CC2SCCNC2=O)cc(C(=O)OC)c1 (stereo unspecified)	-3%	-16%[59 µM]	2%	1%	-18%	-1%	-9%	-1%	40%
O=C(NCC(O)CO)c1ccc2[nH]c3ccccc3c2c1 (stereo unspecified)	8%	-3%[59 µM]	-6%	-3%	-18%	-7%	-2%	9%	10%

The closing three records of the section above open the next one:
SMILES	JMJD2A Tudor	G9a block	POLI inh	APE1 inh	Pol eta inh	BLM inh	Pol kappa inh	BAZ2B inh	POLB inh
Cc1ccc(CS(=O)(=O)Cc2ccc(C(=O)NCc3ccco3)o2)cc1	-21%	-3%[12.7 µM]	9%	11%	6%	0%	0%	-31%	0%
COC(=O)c1cc(NC(=O)CC2SCCNC2=O)cc(C(=O)OC)c1 (stereo unspecified)	-3%	-16%[59 µM]	2%	1%	-18%	-1%	-9%	-1%	40%
O=C(NCC(O)CO)c1ccc2[nH]c3ccccc3c2c1 (stereo unspecified)	8%	-3%[59 µM]	-6%	-3%	-18%	-7%	-2%	9%	10%
Cc1ccc(NC(=S)N2CCCC2)cc1Cl	-5%	7%	19%	-7%	-20%	-2%	1%	1%	11%
CCc1nn(C(C)C(=O)N2CCN(c3ccccc3)CC2)c(=O)c2cc3occc3n12 (stereo unspecified)	-15%&-12%	7%[59 µM]	40%&17%[activator]	-11%	-21%&-9%	1%&-2%	-4%&-8%	-28%&-28%	-17%&-15%
O=C(CSc1ncn[nH]1)NCc1ccc2c(c1)OCO2	-2%	?	146%[activator]	-6%	-8%	1%	4%	-11%	9%
CCOC(=O)N/N=C/c1ccc(OCCSc2ccc(Cl)cc2)c(OCC)c1	-9%	-1%	30%[activator]	5%	-12%	-4%	2%	-1%	4%
CCn1nnc2sc3c(c2c1=O)CCC(C)C3 (stereo unspecified)	12%	3%[59 µM]	10%	1%	-9%	-3%	-10%	7%	40%
Cc1ccc(S(=O)(=O)NC2=NCN(C)CN2)cc1[N+](=O)[O-]	-18%	47%	57%[activator]	19%	-16%	-6%	-5%	-4%	-9%
O=C(CCl)Oc1ccc2occ(C(=O)c3cccs3)c2c1	-17%	?	35%[activator]	5%	-8%	-2%	-8%	-7%	0%
CSc1nnc2ccc(-c3ccc(C)cc3)nn12	4%	9%	18%	-6%	-2%	2%	-17%	-20%	0%
CCC(=O)c1ccc(OCC(O)CN2CCCCC2)cc1 (stereo unspecified)	-8%	41%[59 µM]	?	0%	-5%	12%	-9%	-31%[57.1 µM]	?
NC(=O)COC(=O)CSc1ccc2ccccc2c1	-19%	4%	16%	3%	-5%	0%	4%	-14%	13%
Cc1ccccc1C1CCCN(Cc2nc(C3CC3)no2)C1 (stereo unspecified)	8%	/	42%[activator]	-4%	-18%	-4%	-2%	7%	-1%
CCCCCCCCC(=O)NCCOc1ccc(OC)cc1	-8%	22%[59 µM]	20%	1%	-17%	4%	-15%	12%	40%
CCOc1cc(CNCc2ccccn2)ccc1OCC(=O)NC1CCCCC1	56µM*	3%[12.7 µM]	?	1%	-3%	3%	-20%	79µM*	1%
CN(CCCNC(=O)CSc1cc(=O)n(C)c2cc(Cl)ccc12)Cc1ccccc1	-8%	-3%	20%	-3%	-14%	29%	-1%	11%	-8%
CCN(CCO)Cc1cc(=O)oc2cc3c(cc12)CCC3	-4%	40µM*	136%[activator]	-2%	-16%	-7%	-2%	-25%	22%
O=C(CSc1cccc[n+]1[O-])NC1CCCCCCC1	-11%	?	144%[activator]	0%	-17%	-3%	-2%	-1%	1%
COCCNc1nc(-c2ccccc2C(F)(F)F)nc2ccccc12	/	-4%[0.501 µM]	/	-2%	/	-3%	4%[60.1 µM]	/	/
CCn1c(COc2ccccc2OC)nnc1SCC(=O)NC1CCCC1	-6%	3%	101%[activator]	51%	-17%	-5%	7%	-3%	45%
O=C(Cc1ccc(F)cc1)NCCS(=O)(=O)N1CCN(c2cccc(Cl)c2)CC1	-10%	21%[0.501 µM]	4%	1%	4%	/	-11%	11%	/
COc1cccc(NC(=O)C2CC(=O)N=C(N)S2)c1 (stereo unspecified)	5%[11.4 µM]	-3%[59 µM]	?	22%	-11%	0%	-1%	13%	1%
O=C(CN1CCN(C(=O)c2ccco2)CC1)Nc1ccccc1	-5%	-6%[59 µM]	63%[activator]	2%[12.4 µM]	-17%	-1%	-4%	3%	3%
O=C(CSc1ccc(F)cc1)Nc1ccccc1Br	-1%	51%[activator]	185%[activator]	-3%	-2%	-6%	-19%	37%	6%
CCOc1ccc(N2CC(C)Cn3c2nc2c3c(=O)n(CC(=O)O)c(=O)n2C)cc1 (stereo unspecified)	-15%	-32%[59 µM]	13%	/	6%	-3%	-6%	-21%	21%
O=C(CSc1nc(C2CC2)nc2ccccc12)N1CCCCC1	-16%	0%[59 µM]	9%	-10%[12.4 µM]	3%	3%	-6%	-11%	6%
Cc1ccc(-n2cc(CNCCN3CCOC3=O)c(-c3cccc(C)c3)n2)cc1	-23%	35µM*	42%[activator]	10%	-21%	-1%	4%	?	0%
O=C(CCS(=O)(=O)Cc1ccccc1)NCc1ccco1	-12%	-9%	8%	15%	-2%	-1%	-7%[60.1 µM]	9%	?
C=CCOC(=O)C1=C(C)NC(SCC(=O)NC(=O)OCC)=C(C#N)C1c1cccnc1 (stereo unspecified)	-5%&-20%	50µM*	5%&33%	-3%	-18%&-12%	-3%	-5%&-5%	-6%	35%
CCC(CC)N1CCN(C(=O)c2cc(OC)c(OC)c(OC)c2)CC1	50µM*	/	-8%	6%	-1%	6%	2%	?	-6%
CN1OC[C@@H]2CN(C(=O)C(C)(C)C)[C@H](c3cccc(Br)c3)C[C@@H]21	-5%	/	7%	/	-18%	/	2%	/	/
COc1ccc(N2CC(C(=O)N3CCC(c4nc5ccccc5[nH]4)CC3)CC2=O)cc1 (stereo unspecified)	-2%	-18%	9%	20%	-11%	/	-2%	1%	/
CC(=O)N1CC(C)Oc2ccc(S(=O)(=O)NC(CC(=O)O)c3ccccc3C)cc21 (stereo unspecified)	-14%	50µM*	55%[activator]	84%	-15%	-3%	-15%	-30%	-1%
COc1ccc(CNC(=S)NCc2ccc(Cl)cc2)cc1OC	-3%	28%	13%	-12%	-17%	-3%	0%	-26%	30%
Cc1ccc(C(=O)/C=C/c2ccc(F)cc2)o1	-18%	3%[59 µM]	?	1%	-10%	-3%	-15%	-13%	10%
CCOc1ccccc1N1C(=O)CN(Cc2ccc(OC)c(OC)c2)C1=S	5%	-6%	24%	-14%	-1%	-5%	8%	-22%	-18%
COc1ccc(C(CC(=O)N2CCCC2)c2ccc(F)cc2)cc1 (stereo unspecified)	-10%	4%	35%[activator]	53%[activator]	-5%	-2%	-1%	-3%	2%
COc1ccc(NC(=O)COC(C)=O)cc1Cl	-13%	-44%[59 µM]	-10%	-1%	-16%	-2%	5%[60.1 µM]	-6%	-2%
CCOc1cc(C(=O)OCc2ccc([N+](=O)[O-])cc2)ccc1OCC(=O)N1CCOCC1	-30%	-42%[59 µM]	17%	-3%	-1%	/	-6%	-2%	/
Cc1cccc(N2CCN(C(=O)c3ccc(NC4=NC5CS(=O)(=O)CC5S4)cc3)CC2C)c1 (stereo unspecified)	?	-22%	39%[activator]	14%	-23%	-1%	-19%	?	3%
CC(C)c1ccc(NC(=O)C(C)N(c2ccccc2)S(C)(=O)=O)cc1 (stereo unspecified)	-6%	?	-3%	/	-19%	-11%	-13%	3%	9%
O=c1c(-c2ccc(F)cc2)nc2cnc(Nc3ccccc3)nc2n1C[C@H]1CCCO1	/	8%[0.501 µM]	/	15%	/	-2%	5%[60.1 µM]	/	/
CCOC(=O)C1=C(C)C(c2ccccc2O)NC(=O)N1 (stereo unspecified)	6%	-35%[59 µM]	18%	4%	-10%	-13%	0%	2%	8%
COc1ccc(N(CC(=O)NCC(C)C)S(=O)(=O)c2ccccc2)cc1	?	17%	85%[activator]	-6%	-25%	-2%	1%	-14%	-3%

Only part of the results is shown (hit frequency here may not be typical).
